Source: PubChem BioAssay (The Scripps Research Institute Molecular Screening Center)
M1 ag – human M1 muscarinic receptor agonism; activation, % at 3 µM; CHO-K1 hM1, Fluo-8 calcium fluorescence, agonist mode; 0% DMSO, 100% acetylcholine EC100; P11229; AID 588814; 360,000 tested, 0.33% active;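 active = activation above the run's mean compound activation plus 3 SD, cut at about 16% in these data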;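 also: peak over basal fluorescence ratio within a 140 s kinetic read after compound addition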
Target sequence (P11229 whole entry, looked up): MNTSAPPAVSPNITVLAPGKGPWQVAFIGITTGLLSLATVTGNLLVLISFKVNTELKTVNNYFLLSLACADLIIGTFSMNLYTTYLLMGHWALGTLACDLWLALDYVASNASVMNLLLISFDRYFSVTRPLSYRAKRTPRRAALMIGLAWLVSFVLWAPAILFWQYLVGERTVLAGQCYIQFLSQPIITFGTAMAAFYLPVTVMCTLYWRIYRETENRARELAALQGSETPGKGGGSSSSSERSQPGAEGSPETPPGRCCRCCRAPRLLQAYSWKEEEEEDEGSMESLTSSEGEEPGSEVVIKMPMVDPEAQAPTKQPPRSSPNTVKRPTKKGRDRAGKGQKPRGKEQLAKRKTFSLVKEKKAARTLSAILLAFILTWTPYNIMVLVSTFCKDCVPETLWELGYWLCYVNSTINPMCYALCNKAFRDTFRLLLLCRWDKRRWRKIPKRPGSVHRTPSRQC
CHRM1 PAM – human CHRM1 positive allosteric modulation; P11229; CHO-K1 hM1, Fluo-8 calcium fluorescence, ACh EC20; 0% = ACh EC20, 100% = maximal ACh; activation, % at 3 µM; 360,000 tested, 0.088% active; in the data active = activation above about 19%, passing the limit was not always enough
TAAR1 antagonist – antagonists of human TAAR1; Q96RJ0; CHO RD-HGA16 TAAR1, Fluo-8 calcium fluorescence, antagonist; inhibition, % at 3 µM; 360,000 tested, 1.5% active; AID 624466;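 active = inhibition above a per-plate cutoff, the mean inhibition of test compounds on that plate plus 3 SD, cut at about 49% in these data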;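 also: 0% = DMSO plus EC80 beta-PEA response and 100% = DMSO alone without agonist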
Target sequence (Q96RJ0 whole entry, looked up): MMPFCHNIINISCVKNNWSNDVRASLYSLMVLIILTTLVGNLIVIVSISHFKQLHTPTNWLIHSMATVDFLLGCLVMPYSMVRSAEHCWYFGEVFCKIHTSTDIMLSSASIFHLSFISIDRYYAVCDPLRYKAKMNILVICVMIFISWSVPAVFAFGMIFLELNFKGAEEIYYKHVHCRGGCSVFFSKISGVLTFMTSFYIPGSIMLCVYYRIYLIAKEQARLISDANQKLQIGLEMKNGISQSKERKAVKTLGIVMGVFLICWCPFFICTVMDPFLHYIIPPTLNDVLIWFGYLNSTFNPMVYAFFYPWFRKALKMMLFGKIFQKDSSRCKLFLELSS
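System: CHO RD-HGA16 cells bearing hTAAR1. Reagent: EC80 β-phenethylamine stimulus. Schedule: seeding 17-24 h prior, 75-min 37 °C, 30-min RT dye loading. Signal: Fluo-8 intracellular calcium dye fluorescence, real-time kinetic reads. Read-out: % inhibition from peak post-agonist over basal fluorescence ratio. Benchmarks: vehicle wells and EC80 agonist wells. Replicates: n of 1.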
TAAR1 agonist – agonists of human TAAR1; CHO RD-HGA16 TAAR1, Fluo-8 calcium fluorescence; vehicle wells 0%, saturating PEA agonist 100%; activation, % at 3 µM; 360,000 tested, 0.99% active; AID 624467;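 active = activation above the mean activation of all test compounds in the run plus 3 SD, cut at about 38% in these data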
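test system = CHO RD-HGA16 cells carrying human TAAR1 plus Gα16 | schedule = 17-24 h seeding, 75 min 37 °C dye, 30 min RT | compound dosing = 3 µM single concentration | control set = DMSO and PEA EC100 | replicates = n 1 | signal = Fluo-8 fluorescence, 5 s baseline then 140 s kinetic read | measure = percent activation vs PEA EC100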
CHO-K1 Ca antag – M1 antagonist counterscreen hit in parental CHO-K1 cells; inhibition, % at 3 µM; AID 602250; ATP-induced calcium, Fluo-8 fluorescence; 360,000 tested, 0.6% active;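 active = inhibition above a per-plate cutoff, the plate's mean sample inhibition plus 3 SD, cut at about 24% in these data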;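 also: 0% = DMSO plus EC80 ATP and 100% = DMSO alone without ATP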
M1 PAM parental – M1 PAM counterscreen hit in parental CHO-K1 cells | 360,000 tested, 0.02% active | AID 602247 | ATP EC20, Fluo-8 calcium fluorescence; 0% at ATP EC20, 100% at ATP max | activation, % at 3 µM;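 active = activation above the run cutoff, the mean activation of all test compounds plus 3 SD, cut at about 40% in these data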;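 also: peak over basal fluorescence ratio in a 140 s read after ATP addition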
CHO parental Ca – signal in parental CHO cells, OX1R antagonist counter-screen | parental CHO-K1, ATP-induced calcium, Fluo-8 fluorescence | 330,000 tested, 0.63% active | inhibition, % at 5.6 µM;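 active = inhibition above that plate's mean sample inhibition plus 3 SD, cut at about 26% in these data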;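 also: 0% = ATP-challenged DMSO wells and 100% = DMSO wells without ATP; some compounds past the cut are filed as inactive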
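test system = CHO parental line | reagent = ATP stimulus | measured by = intracellular calcium via Fluo-8 no-wash fluorescent dye | control set = ATP and no-ATP DMSO wells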
CHRM1 antagonist – blocks human M1 muscarinic receptor; CHO-K1 hM1, Fluo-8 calcium fluorescence, ACh EC80 antagonist; inhibition, % at 3 µM; 360,000 tested, 1.3% active; AID 588852;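 active = percent inhibition above its own plate's cutoff, namely the mean of that plate's compound wells plus 3 SD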;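 also: peak over basal fluorescence ratio during 140 s after agonist addition; 0% = ACh EC80 plus DMSO and 100% = DMSO alone without agonist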
CHO-K1 Ca ag – nonselective activator or artifact in parental CHO-K1 cells. 360,000 tested, 0.48% active. activation, % at 3 µM. Fluo-8 calcium fluorescence; scaled to maximal ATP response, vehicle zero; in the data active = activation above about 15%;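 also: untransfected CHO-K1 host cells lacking M1 receptor as counterscreen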
Active calls of the source: *; nt = not tested or not shown. Hits appear at their usual frequency; any-hit rate near 4.4%.

SMILES	M1 ag	CHRM1 PAM	TAAR1 antagonist	TAAR1 agonist	CHO-K1 Ca antag	M1 PAM parental	CHO parental Ca	CHRM1 antagonist	CHO-K1 Ca ag
CCN(CC)C(=O)CSc1nc2cc3c(cc2c(=O)n1CCCCCC(=O)NCc1ccc(OC)cc1)OCO3	-3.5	7.1	2.9	4.1	0.2	17.0	-15.1	-3.1	0.0
O=C(C1CCCN(CCCc2ccccc2)C1)N1CCCCC1 (stereo not given)	-7.7	-13.3	-8.3	1.5	-12.5	14.0	-14.9	7.7	0.5
COc1ccc(Cc2noc(COc3ccc(Cl)cc3)n2)cc1	-5.0	-3.2	-2.1	17.3	2.1	-7.2	1.1	-2.6	-0.6
COC(=O)c1sccc1NC(=O)c1cc(C)on1	-1.5	7.0	nt	nt	18.8	-11.8	-16.3	-10.7	-0.2
CC(=O)Nc1cc(-c2ccc(S(C)(=O)=O)cc2)cn2c(-c3ccc(F)cc3)cnc12	-3.0	2.3	-14.6	9.8	6.5	-12.1	nt	-7.8	-0.5
O=C(NCCc1ccccc1)/C(=N\O)c1ccccc1	-4.8	2.0	-2.5	14.1	-2.8	10.4	4.5	-2.3	0.1
O=C(/C=C/c1ccco1)N1CCN(S(=O)(=O)c2ccc(F)c(F)c2F)CC1	-5.7	6.5	-29.5	1.5	-5.8	-9.5	-2.3	-4.8	-0.3
COc1ccc(C2(C#N)CCC(=O)N2c2ccccc2)cc1 (stereo not given)	-4.7	5.8	-6.3	0.2	-7.5	-13.9	0.4	-4.5	1.6
O=C(COC(=O)c1ccco1)Nc1nc2ccccc2s1	0.6	-4.5	5.8	14.9	8.6	-6.3	-6.2	22.3	0.2
COc1ccccc1C(=O)N/C(=C\c1cn(C)c2ccccc12)C(=O)N1CCOCC1	-1.1	0.5	-12.5	4.4	-13.8	-6.3	-17.9	-2.7	1.3
CCOC(=O)C1(Cc2cccc(OC)c2)CCCN(C(=O)c2cc(C)[nH]n2)C1 (stereo not given)	-8.5	8.9	14.7	-0.7	-4.4	6.1	-7.3	-3.7	0.7
CCC(=O)c1ccc(OCC(O)CNC(C)c2ccccc2)cc1 (stereo not given)	-6.9	11.9	-2.5	4.0	-12.0	22.8	-12.1	-12.4	0.6
C#CCOCCOCCOCCNc1nc(N2CCN(C(=O)[C@H](CCC(=O)O)n3cc(CN)nn3)CC2)nc(N2CCN(C(=O)[C@H](CCC(=O)O)n3cc([C@@H](N)[C@H](C)CC)nn3)CC2)n1	-2.8	-10.8	-15.3	1.9	3.4	-8.0	-8.8	18.3	0.3
COc1ccc([C@@H]2[C@@H]3C(=O)N(C(C)(C)C)C(=O)[C@@H]3[C@]3(Cc4ccccc4)C(=O)N(c4cccc(Br)c4)C(=O)N23)cc1	-5.5	4.6	-11.9	5.0	-21.7	10.4	-24.7	0.1	1.1
CSC1=N/C(=C\c2ccccc2C)C(=O)S1	-7.8	-3.1	-10.3	0.6	2.9	0.0	-5.1	5.0	-0.4

Three entries drawn at random from the list so far:
SMILES	M1 ag	CHRM1 PAM	TAAR1 antagonist	TAAR1 agonist	CHO-K1 Ca antag	M1 PAM parental	CHO parental Ca	CHRM1 antagonist	CHO-K1 Ca ag
O=C(/C=C/c1ccco1)N1CCN(S(=O)(=O)c2ccc(F)c(F)c2F)CC1	-5.7	6.5	-29.5	1.5	-5.8	-9.5	-2.3	-4.8	-0.3
CCOC(=O)C1(Cc2cccc(OC)c2)CCCN(C(=O)c2cc(C)[nH]n2)C1 (stereo not given)	-8.5	8.9	14.7	-0.7	-4.4	6.1	-7.3	-3.7	0.7
COC(=O)c1sccc1NC(=O)c1cc(C)on1	-1.5	7.0	nt	nt	18.8	-11.8	-16.3	-10.7	-0.2

(list continues)
SMILES	M1 ag	CHRM1 PAM	TAAR1 antagonist	TAAR1 agonist	CHO-K1 Ca antag	M1 PAM parental	CHO parental Ca	CHRM1 antagonist	CHO-K1 Ca ag
Cc1ccc(C)c(N2CCN(S(=O)(=O)c3csc(C(N)=O)c3)CC2)c1	2.6	-3.1	-5.8	6.7	6.3	-19.8	-30.5	7.3	4.7
O=C(NC(Cc1c[nH]c2ccccc12)C(=O)O)/C(=C\c1ccccc1)NC(=O)c1ccccc1 (stereo not given)	-2.4	10.6	4.6	9.3	-13.9	10.5	-1.8	-12.2	1.1
CCOc1ccc(CCNC(=O)C2CCN(c3ccc(N4CCOCC4)nn3)CC2)cc1OCC	-9.4	6.3	8.4	7.4	-28.2	-13.0	-15.6	-2.0	0.3
Cc1cccc(C(=O)OCC(=O)Nc2nccs2)c1	-5.5	8.2	8.6	16.7	-4.7	16.9	-12.8	-8.2	6.7
Cc1cc(OC(C)C(=O)NC2CCN(Cc3ccccc3)CC2)c2c(C)cc(=O)oc2c1 (stereo not given)	15.5	-5.0	nt	nt	-19.4	2.8	-17.4	9.2	0.1
Cc1ccc(S(=O)(=O)/N=C(\CCl)N2CCOCC2)cc1	-1.3	8.1	-4.0	4.5	17.8	-5.4	-3.7	6.0	0.0
COc1ccccc1CNC(=O)c1ccccc1OC	-5.2	6.3	-0.2	-1.2	-18.4	1.9	-13.6	-14.1	0.5
CCC(CC)NC(=O)/C=C/c1ccccc1Cl	-5.4	1.7	-4.5	-0.8	2.0	2.4	-7.8	6.3	-0.7
CCOC(=O)C(=O)Nc1sc(C(=O)N(CC)CC)c(C)c1C#N	-5.1	9.9	-21.4	6.6	-12.1	-4.7	9.0	-9.0	0.7
O=C(Nc1cccc(C(F)(F)F)c1)c1ccccc1NC(=O)C1CCCCC1	-4.2	13.9	0.1	11.9	-8.6	20.1	-8.8	-8.7	0.8
O=C(NCCCN1CCN(c2cccc(Cl)c2)CC1)C1(S(=O)(=O)c2ccc(Cl)cc2)CC1	-2.6	-1.1	11.5	6.2	-13.0	11.5	-14.6	-1.3	2.5
CCOc1ccc(S(=O)(=O)N2CCC(C(=O)N3CCN(C)CC3)CC2)cc1Cl	-9.5	8.7	0.8	-2.3	-16.3	15.8	-6.1	-14.8	0.6
Cc1cc2c(cc1S(=O)(=O)CCC(=O)N(C)C1CCCCC1)OCC(=O)N2	-6.6	5.7	8.2	0.1	-5.8	16.2	2.3	-12.7	1.2
COCCn1c(SCC(=O)Nc2ccc(C(N)=O)cc2)nc2c([nH]c3ccccc32)c1=O	3.9	10.3	-42.8	1.8	6.8	4.6	4.2	-1.9	0.1
CC(C)(C)n1nc2c(c1NC(=O)c1ccc(Br)cc1)CS(=O)C2 (stereo not given)	4.6	13.0	11.2	0.5	-6.5	2.1	1.2	-16.5	0.0

Profiles, quoted from the list. Values in the order: M1 ag, CHRM1 PAM, TAAR1 antagonist, TAAR1 agonist, CHO-K1 Ca antag, M1 PAM parental, CHO parental Ca, CHRM1 antagonist, CHO-K1 Ca ag
`Cc1cc2c(cc1S(=O)(=O)CCC(=O)N(C)C1CCCCC1)OCC(=O)N2` reads -6.6, 5.7, 8.2, 0.1, -5.8, 16.2, 2.3, -12.7, 1.2
`Cc1ccc(S(=O)(=O)/N=C(\CCl)N2CCOCC2)cc1` reads -1.3, 8.1, -4.0, 4.5, 17.8, -5.4, -3.7, 6.0, 0.0
`O=C(NCCCN1CCN(c2cccc(Cl)c2)CC1)C1(S(=O)(=O)c2ccc(Cl)cc2)CC1` reads -2.6, -1.1, 11.5, 6.2, -13.0, 11.5, -14.6, -1.3, 2.5
`O=C(NC(Cc1c[nH]c2ccccc12)C(=O)O)/C(=C\c1ccccc1)NC(=O)c1ccccc1` (stereo not given) reads -2.4, 10.6, 4.6, 9.3, -13.9, 10.5, -1.8, -12.2, 1.1
`Cc1ccc(C)c(N2CCN(S(=O)(=O)c3csc(C(N)=O)c3)CC2)c1` reads 2.6, -3.1, -5.8, 6.7, 6.3, -19.8, -30.5, 7.3, 4.7

Remaining list, next part
SMILES	M1 ag	CHRM1 PAM	TAAR1 antagonist	TAAR1 agonist	CHO-K1 Ca antag	M1 PAM parental	CHO parental Ca	CHRM1 antagonist	CHO-K1 Ca ag
CCCCNC(=O)C1(C)CCCCN1C(=O)c1ccc(C#N)cc1 (stereo not given)	-2.4	-4.4	2.5	0.0	-4.0	4.9	nt	5.4	0.6
CCOC(=O)c1cnc2c(c(C)nn2C)c1Oc1cc(Cl)cc(Cl)c1	-3.3	2.7	-24.4	1.5	-7.5	25.8	-21.8	-7.6	0.2
CC1CCN(C2=NC(=O)/C(=C/c3ccccc3F)S2)CC1	-3.1	-6.6	-10.4	14.4	-7.9	2.0	-18.8	10.6	0.4
COc1ccccc1NC(=O)Cn1nc(C)n2cccc2c1=O	1.1	11.9	-19.9	1.4	3.1	-2.6	-0.5	-15.4	-0.6
CC1CCc2c(sc(NC(=O)/C=C/c3cccs3)c2C(=O)O)C1 (stereo not given)	-8.1	6.2	-16.0	-2.7	-4.8	13.6	7.6	-5.4	-0.5
CCCCN(C(=O)C1CC1)C1CCS(=O)(=O)C1 (stereo not given)	-0.5	7.2	-28.5	2.8	-7.2	-16.6	13.7	-2.6	0.3
O=C(Nc1nnc(-c2ccc(F)cc2)o1)C1CCCN1S(=O)(=O)c1cccs1 (stereo not given)	-1.2	-3.5	-15.6	1.2	10.5	-21.5	-11.6	6.0	0.0
C[C@@]12CCC[C@@](C)(C(=O)O)C1CC[C@@]13C[C@@H](NCc4ccccc4)[C@@](C)(CCC12)C3 (stereo not given in full)	-5.0	7.8	-4.0	7.9	2.1	-3.7	-6.8	4.2	-0.6
O=C(NCc1cccnc1)Nc1ccc(Cl)cc1	-1.4	5.8	-8.4	6.5	-3.1	0.6	-8.2	-4.6	1.4
Cc1cc(=O)oc(C)c1C(=O)NCCC(C)C	-8.1	4.6	-4.2	2.6	-4.1	17.9	-15.6	-0.9	3.4
CCCn1cc2c(c1-c1cccc(C)c1)c(=O)n(C)c(=O)n2C	-3.4	11.1	-2.0	1.8	-9.7	13.0	-23.4	-9.1	0.5
Cc1ccc(C(=O)N2CCCCCC2)cc1S(=O)(=O)Nc1ccccc1	0.0	4.5	5.7	0.8	3.2	3.4	nt	-14.5	2.6
